CRE-bla Fsk: CRE-bla signaling modulation under forskolin stimulation | CHO CRE-bla reporter (cAMP response element driving beta-lactamase), forskolin EC10, beta-lactamase ratio | Potency, µM (top dose mostly 38.2 µM), for the others: top-dose activity change, negative = inhibition, usual class: activators | 71,000 tested, 2.5% active | AID 662; active = well fitted activation curve with a large enough effect in the signal ratio, with a control signal flat, not every such curve was filed as active; inconclusive = small, poorly fitted or top-dose-only effect, or effect the other way, or a change in a side signal; the % refers to the signal ratio; note: potency is the fitted concentration of half-maximal effect; % of control where 0% means no effect
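CRE-bla CHO cells stimulated with EC10 NKH 477 (water-soluble forskolin) and compound titrations, 3 h at 37C; beta-lactamase read with CCF4 after 2 h at room temperature. Activity from 460/530 nm emission ratio, AC50 values for positive or negative modulation.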
Epigenetic mod: epigenetic GFP locus derepression in mouse cells; mouse C127i GFP locus derepression, cytometry, 30 h; AID 597; Potency, µM (doses to about 46.1 µM), inactives show at the highest dose GFP derepression (activation); 68,000 tested, 0.09% active; note: % of control where 0% means no effect
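Derepression screen: silenced CMV-GFP reporter in murine C127i cells, 30 h compound incubation at 37 C, washed cells imaged by laser-scanning cytometer to enumerate GFP-expressing objects of 20 to 120 um.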
HBB splicing: alters splicing of the hemoglobin beta chain; HBB splicing reporter cell assay, activation; EGFP reporter with mutant IVS2-654 intron; response scale: normalised to 500 nM splice-correcting PNA; Potency, µM (series often up to 46.1 µM), inactives show top-dose activation, usual class: activators; 65,000 tested, 0.06% active; AID 925; note: potency is the fitted concentration of half-maximal effect; 0% is about no effect
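Compounds were applied for 2 days to HeLa EGFP-654 cells, 500/well in Optimem with 2% FCS. The reporter's EGFP is disrupted by mis-splicing of beta-globin intron IVS2-654. Readout: summed well GFP fluorescence from 488 nm laser scanning; reference was 500 nM antisense […] 654 PNA.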
HADH2 inh: blocks human hydroxyacyl-CoA dehydrogenase type II. Q99714. recombinant HADH2, NADH fluorescence, beta-hydroxybutyryl-CoA. Potency, µM (series often up to 57.1 µM), for the others: top-dose activity change, negative = inhibition, actives largely listed as inhibitors. 73,000 tested, 3.4% active; note: potency is the fitted concentration of half-maximal effect; % is set by controls: 0 for no effect and ±100 for the full control effect; nearly all actives have a fitted effect of over 60% in size; many of its hits are not listed in these tables
Target sequence (Q99714 whole entry, looked up, one chain of several): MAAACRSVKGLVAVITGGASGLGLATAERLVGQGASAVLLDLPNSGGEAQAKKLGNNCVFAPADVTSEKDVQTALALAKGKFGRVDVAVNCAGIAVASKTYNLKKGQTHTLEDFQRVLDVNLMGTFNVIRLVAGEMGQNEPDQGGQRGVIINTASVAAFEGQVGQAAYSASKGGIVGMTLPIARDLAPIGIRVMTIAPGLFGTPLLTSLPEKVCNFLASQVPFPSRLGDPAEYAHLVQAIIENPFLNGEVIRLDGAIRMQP
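E. coli-expressed His-tagged HADH2 tested at 20 nM in alkaline Tris buffer (pH 9.0); oxidation of 90 uM beta-hydroxybutyryl-CoA with 1 mM NAD+ tracked fluorimetrically for 4 min.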
15-hLO inh: inhibitors of human 15-lipoxygenase (ALOX15); 74,000 tested, 1.4% active; AID 887; Potency, µM (titrated, usually from 57.1 µM), inactives show at the highest dose activity change, negative = inhibition, actives largely listed as inhibitors; purified 15hLO-1, xylenol orange hydroperoxide absorbance; note: potency is the fitted concentration of half-maximal effect; % is set by controls: 0 for no effect and ±100 for the full control effect; nearly all actives have a fitted effect of over 55% in size
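Quantitative HTS in 25 mM Hepes pH 7.5 containing 0.01% Triton X-100: human 15hLO-1 at 40 nM, arachidonic acid at 50 uM, 6 min turnover. Product quantified via ferrous oxidation/xylenol orange, 573:405 nm absorbance ratio.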
UbGFP stabilizer: inhibits proteasome, raising ubiquitin-GFP reporter fluorescence | Ubiquitin-GFP reporter cells, proteasome inhibition, GFP fluorescence; response scale: untreated = 0%, 10 µM MG-132 = 100% | Potency, µM (series often up to 45.9 µM), for the others: top-dose activation (GFP accumulation), usual class: activators | 67,000 tested, under 10 active; active = well fitted activation curve with a large enough effect, not every such curve was filed as active; inconclusive = small, poorly fitted or top-dose-only effect, or another doubt; inactive = no such curve, though single readings can be large or run the other way; note: potency is the fitted concentration of half-maximal effect
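U2OS cells expressing ubiquitin(G76V)-GFP, seeded overnight in 0.5% FBS medium, then treated 4 hr at 37 C across 46 uM to 2.9 nM. GFP-positive cells counted by laser cytometry (488 ex/515 em); %activity scaled between basal and 10 uM MG-132.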
Tau filament bind: binders of human tau filaments; P10636; AID 596; 71,000 tested, 2% active; recombinant tau filaments, thioflavin S fluorescence, 15 h; filaments grown with octadecylsulfate alongside compound; Potency, µM (titrated, usually from 57.1 µM), for the others: at the top dose activity change, negative = inhibition;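 note: potency is the fitted concentration of half-maximal effect; % is set by controls: 0 for no effect and ±100 for the full control effect; actives lower thioflavin S fluorescence by blocking filaments or displacing dye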
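Read-out: ThS fluorescence, 450 nm excitation/510 nm emission; lower signal marks blocked filament formation or displaced dye. Tau at 1 uM with 30 uM ODS, 10 uM ThS, 5 mM DTT, 100 mM NaCl, 10 mM HEPES pH 7.4; 15 h, 37 C.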
DNA Pol III inh: DNA polymerase III holoenzyme inhibition; reconstituted DNA polymerase III holoenzyme replication, biochemical; 71,000 tested, 0.25% active; Potency, µM (series often up to 57.1 µM), for inactives: at the top dose activity change, negative = inhibition; note: potency is the fitted concentration of half-maximal effect; % is set by controls: 0 for no effect and ±100 for the full control effect
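Reconstituted *E. coli* holoenzyme (0.35 nM Pol III, 1 nM beta, 154 nM SSB, 2 nM primase) was preincubated with compound for 15 min at RT. Synthesis on 1.4 nM ssM13Gori ran 35 min, then was stopped with PicoGreen/EDTA and read as dsDNA fluorescence.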
Hsp90 Hop PPI: changes Hsp90-Hop TPR2A binding signal, up or down; AlphaScreen TPR2A-His6 binding biotin-Hsp90 C-terminal peptide; Potency, µM (top dose mostly 57 µM), for the others: top-dose activity change, negative = inhibition; 71,000 tested, 0.44% active; AID 595; active = well fitted curve in either direction with a large enough effect; inconclusive = small, poorly fitted or top-dose-only effect, or another doubt; note: potency is the fitted concentration of half-maximal effect; % is set by controls: 0 for no effect and ±100 for the full control effect; many of its hits are not listed in these tables
Luciferase inh: inhibitors of firefly luciferase; P08659; purified firefly luciferase, luminescence, 8 min; Potency, µM (series often up to 57.1 µM), for inactives: at the highest dose activity change, negative = inhibition, most hits filed as inhibitors; 72,000 tested, 2.2% active; note: potency is the fitted concentration of half-maximal effect; % is set by controls: 0 for no effect and ±100 for the full control effect; nearly all actives have a fitted effect of over 40% in size
Target sequence (P08659 whole entry, looked up): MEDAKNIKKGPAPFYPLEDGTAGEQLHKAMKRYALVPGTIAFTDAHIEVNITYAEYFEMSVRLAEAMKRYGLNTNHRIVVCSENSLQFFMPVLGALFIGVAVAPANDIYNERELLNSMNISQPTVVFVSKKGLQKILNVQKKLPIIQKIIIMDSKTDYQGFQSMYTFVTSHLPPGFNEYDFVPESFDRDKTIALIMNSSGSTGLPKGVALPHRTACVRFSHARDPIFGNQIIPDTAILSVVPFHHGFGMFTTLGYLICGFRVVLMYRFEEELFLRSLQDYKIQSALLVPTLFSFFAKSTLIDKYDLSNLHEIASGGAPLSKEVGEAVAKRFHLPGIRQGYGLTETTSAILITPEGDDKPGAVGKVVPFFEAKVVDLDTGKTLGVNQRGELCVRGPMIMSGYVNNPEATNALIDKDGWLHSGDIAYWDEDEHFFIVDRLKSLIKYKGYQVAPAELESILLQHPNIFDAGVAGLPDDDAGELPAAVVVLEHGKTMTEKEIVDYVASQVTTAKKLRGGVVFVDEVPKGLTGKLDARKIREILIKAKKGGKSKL
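qHTS concentration-response profiling: light output of P. pyralis luciferase with luciferin and 10 uM ATP, imidazole buffer pH 7.2. Read by luminescence after 8-min room-temperature incubation.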
ERK AVP inh: inhibitors of vasopressin-stimulated ERK signaling pathway; HEK293-V1b, vasopressin-stimulated pERK AlphaScreen; Potency, µM (doses to about 57.5 µM), for the others: at the highest dose activity, negative = inhibition, hits mostly inhibitors; 72,000 tested, 0.99% active; note: potency is the fitted concentration of half-maximal effect; % is set by controls: 0 for no effect and ±100 for the full control effect; nearly all actives have a fitted effect of over 55% in size
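qHTS, compounds titrated on V1b-expressing HEK293 cells. Preincubation 30 min at 37C, vasopressin 25 nM for 5 min, lysis 10 min, bead incubation 5 hr at room temperature.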
The depositor's hits bear a star; i = inactive; ? = inconclusive; / = no result given; [ ] = dose if it differs, or a comment. Unless noted, calls come from the whole dose curve; as a rule, active = well fitted curve in the direction sought with a large enough effect; inconclusive = small, poorly fitted or top-dose-only effect, or another doubt; inactive = no such curve, though single readings can be large; an effect the other way counts as inactive or inconclusive. The list is partial; count on the stated rates, not on these rows.

Second line of a record – CRE-bla Fsk, Epigenetic mod, HBB splicing, HADH2 inh, 15-hLO inh, UbGFP stabilizer, Tau filament bind, DNA Pol III inh, Hsp90 Hop PPI, Luciferase inh, ERK AVP inh
(1) O=C(NCCO)c1ccc2c(c1)S(=O)(=O)c1ccccc1C2=O
    ?, -1%, 0.0%[57.5 µM], -3%, 6%, -4%, 4%, -5%, 1%, 1%, -13%
(2) CC(NC(=O)Cc1cccs1)c1ccc2c(c1)OCO2 (centres undefined)
    -4%, 2%, -0.7%, -15%, 3%, 3%, 9%, -2%, -2%, 1%, 0%
(3) O=C(CCN1C(=O)COc2ccccc21)NCCC1=CCCCC1
    12%, 0%, -1.0%[57.5 µM], 15%, 0%, 1%, -1%, -3%, -2%, 2%, -2%
(4) O=C(COC(=O)c1ccccc1NC(=O)c1ccco1)NCc1ccc2c(c1)OCO2
    -1%, 3%, 0.0%[57.5 µM], 22%, 1%, -2%, 113%, -6%, 2%, -6%, 6%
(5) O=C1COc2ccc(-c3csc(NCC4CCCO4)n3)cc2N1 (centres undefined)
    -8%, 2%, -0.1%[57.5 µM], -7%, -18%, -3%, -1%, -3%, -12%, -9%, -3%
(6) COC(=O)c1sccc1NC(=O)C1CC2CCC1C2 (centres undefined)
    4%, 0%, -0.6%, 9%, 0%, -1%, 6%, -5%, 4%, 0%, 12%
(7) N#CCC(=O)NCC1(c2ccccc2)CCCC1
    -7%, -4%, 0.3%, 5%, 9%, -4%, 7%, 2%, -1%, 0%, -10%
(8) COC(=O)c1[nH]c2cccc(OC)c2c1NC(=O)CCN1CCC(C(N)=O)CC1
    12%, 0%, 1.6%[1.84 µM], -21%, -2%, 5%, -2%, -2%, 2%, -1%, -1%
(9) O=C(Nc1c(F)cc(F)cc1Br)c1ccco1
    ?, 0%, -1.7%, 21%, -1%, 3%, 16µM*, -1%, -12%, 3%, -3%
(10) O=C(/C=N\O)NCCCNCc1ccccc1
    -1%, -2%, 1.5%, 1%, -6%, -4%, 1%, -2%, -1%, 0%, -5%
(11) O=C1[C@H]2[C@H]3[C@H](O)[C@H](O)C/C(=N/OC[C@@H](O)COCc4ccco4)[C@@H]3CC[C@@H]2C(=O)N1c1cccc(Oc2ccccc2)c1
    /, /, 0.9%[9.22 µM], 6%[11.4 µM], 6%[11.4 µM], /, /, /, /, 0%[11.4 µM], 11%[11.5 µM]
(12) CCCCn1c(-c2ccccc2)nc2c(=O)n(C)c(=O)[nH]c21
    -7%, 1%, 0.3%[57.5 µM], 80%[activator], 10%, -8%, -4%, -3%, -7%, 0%, 4%
(13) COc1cccc(Nc2ncc3nc(-c4cccs4)c(=O)n(Cc4cccs4)c3n2)c1
    ?, 0%[9.22 µM], 13µM*, 4%, -11%, 2%, i, -2%, -4%, 0%[11.4 µM], 4%
(14) COc1cccc(OCCCCCN2CCOCC2)c1
    7%, -2%, -2.0%, -2%, 1%, -10%, 4%, -2%, -2%, -1%, 4%
(15) Cc1ccc2nc(SCC(=O)N3CCCC3)[nH]c2c1
    -1%, 0%, 0.6%, 0%, 7%, 5%, -4%, -2%, 0%, -30%, -2%
(16) CCOC(=O)CC1=CSC2=NS(=O)(=O)CCN12
    1%, 0%, 0.3%[57.5 µM], -9%, 0%, 0%, 0%, -4%, 0%, 0%, -5%
(17) O=S(=O)(Cc1ccccc1)/C1=C(\N2CCOCC2)CCCCCC1
    -1%, 2%, -1.6%[57.5 µM], -1%, 2%, -2%, -3%, 0%, -2%, 0%, -11%
(18) O=C(CNC(=O)c1ccco1)OCC(=O)c1ccc2c(c1)CCCC2
    23%, 2%, 2.2%, 1%, -13%, -6%, -11%, -5%, 0%, 2µM*, -13%
(19) O=C(Cn1nnc(-c2ccc(CN3CCOCC3)cc2)n1)Nc1nc(-c2ccccc2)cs1
    -4%, 0%, /, 9%, -15%, 5%, 118%, -1%, -7%, 3%, 3%
(20) C#CCOC(=O)CCC(=O)NCCc1ccccc1
    -7%, 0%, -0.6%, -14%, 0%, 5%, -2%, -1%, -2%, 0%, 7%
(21) Cn1c(/C(C#N)=C(\O)CN2CCN(Cc3ccccc3)CC2)nc2ccccc21
    -6%, 8%, -2.1%[57.5 µM], -1%, 20%, 2%, 0%, -3%, -7%, 0%, -11%
(22) ON1C(c2ccccc2)CC2(O)c3nonc3CCC12 (centres undefined)
    -5%, 2%, 1.3%, -3%, -1%, 6%, 2%, 0%, -1%, 0%, 1%
(23) COc1ccccc1NC(=O)C1=C(C)Nc2nc(CCCO)nn2C1c1cccnc1 (centres undefined)
    -4%, 0%, -0.9%, -2%, 3%, 8%, -6%, -5%, 0%, 5%, -8%
(24) NC(=O)/N=N/C(N)=O
    1.3µM*, /, -0.2%, 0.025µM*, 13%, /, 3%, -3%, -2%, /, -7%
(25) Cc1ccc(NC(=O)c2ccc3c(c2)N(CC(=O)N2CCCCC2)C(=O)C(C)(C)O3)cc1
    -2%, 0%, /, 15%, -7%, -5%, -3%, -2%, -6%, -1%, -16%
(26) COc1ccc(CNC(=O)CN(CC2CCCO2)C(=O)CNS(=O)(=O)c2ccc(F)cc2)cc1 (centres undefined)
    -10%, -1%, -6.9%, -5%, 12%, -6%, 5%, -5%, 0%, 0%, -4%
(27) COc1ccccc1-c1nnc(SCc2nc3ccccc3[nH]2)n1C
    ?, 3%, -2.2%, 9%, -4%, 1%, -4%, -3%, -3%, 1%, -11%
(28) Cc1cc(C)c(NC(=O)C(C)(C)C)c(Cl)c1
    1%, 5%, 1.9%, -6%, 6%, -1%, -2%, -4%, -1%, 1%, -3%
(29) O=C1CSC(=Nc2ccccc2Cl)N1
    -6%, -1%, -7.3%, -6%, 5%, -1%, -6%, -7%, -4%, -6%, 9%
(30) Cc1nnc2sc(-c3csc4c3CCCC4)nn12
    10µM*, -5%, -0.3%, 4%, -12%, -1%, 71%, -2%, 0%, -3%, -18%
(31) COc1cc2[nH]c(=O)n(CCCCCC(=O)NCCCN3CCOCC3)c(=O)c2cc1OC
    -1%, 1%, -0.8%, -28%, 4%, -5%, -2%, -2%, -3%, -1%, 15%
(32) COc1ccc(CCNC(=O)C2CCN(C(=O)N(C)C)CC2)cc1OC
    ?, 2%, 0.6%[57.5 µM], 3%, 1%, 8%, 5%, -2%, -2%, 3%, -2%
(33) CCS(=O)(=O)Nc1ccc(C(=O)CC2(O)C(=O)Nc3ccccc32)cc1 (centres undefined)
    -7%, -2%, 0.1%[57.5 µM], ?, 0%, 2%, -10%, -5%, -1%, 4%, -12%
(34) Nc1nc(CSc2nnnn2-c2ccccc2)nc(N2CCCc3ccccc32)n1
    9%, 3%, -1.7%, 0%, 0%, 2%, 1%, -2%, -3%, 3%, -27%
(35) CCNc1ncc2nc(-c3ccc(OC)cc3)c(=O)n(Cc3cccc(OC)c3)c2n1
    ?, -3%[9.22 µM], 1.7%, -1%, 2%, -6%, 130%, -9%, -7%, 0%[11.4 µM], -4%
(36) COc1ccc(Cl)cc1NC(=O)c1cccnc1
    7%, 4%, 3.0%, 3%, 17%, -3%, -3%, -4%, -6%, 1%, ?
(37) Cc1cccc(-n2c(C)nc3c(cnn3-c3ccc(F)cc3)c2=O)c1
    57%, -2%, -0.7%, 3%, -4%, -12%, 10%, 1%, -4%, -3%, 13%
(38) COc1ccccc1NC(=O)c1ccccc1-c1nc(-c2ccccc2OC)no1
    -7%, 0%, -0.7%, 4%, -5%, 3%, 28%, 14%, -3%, 16µM*, -8%
(39) NCCCC(=O)N1c2ccccc2Sc2ccccc21
    -12%, /, -0.9%, -11%, 5%, -8%, ?, 1%, -10%[2.3 µM], 2%, ?
(40) CC1(C)CC(=O)C(CC(=O)NC(=O)NCc2ccccc2)=C(O)C1
    0%, -1%, -0.3%[57.5 µM], 11%, -2%, -5%, 0%, -5%, -1%, 2%, -8%
(41) Oc1ccc2ccccc2c1CN(Cc1c(O)ccc2ccccc12)C1CCCCC1
    1%[7.6 µM], 0%[9.22 µM], -1.6%[9.22 µM], ?, -10%[11.4 µM], 4%[9.17 µM], -8%[11.4 µM], -4%[11.4 µM], -7%[11 µM], -3%[11.4 µM], -1%[11.5 µM]
